Scp-1 inhibitor = Scp-1 (human) phosphatase inhibition. Q9GZU7. Recombinant Scp1, phosphopeptide, malachite green phosphate absorbance. inhibition, % at 20 µM. 340,000 tested, 0.88% active;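 active means inhibition above about 50% at 20 µM, limit read from the data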;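 further: plate controls were DMSO wells with enzyme for no effect and wells lacking enzyme for full effect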
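System: truncated SCP-1 phosphatase (76-261aa); medium: Tris acetate buffer pH 5.5 with MgCl2 and Tween-20; incubation: 45 min room-temperature reaction, 5 min colour, 30 min stabiliser; compound: single 20 µM dose, 1% DMSO; reagent: Phosphorylated 17-residue peptide substrate; read-out: % inhibition at 20 µM; technique: colorimetric free-phosphate detection, absorbance 630 nm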
CendR NRP1 mod = NRP-1/CendR interaction modulation; O14786; FAM-RPARPAR peptide binding to NRP-1, fluorescence polarization; inhibition, % at 25 µM; 360,000 tested, 0.85% active; AID 602438;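 active means inhibition or corrected inhibition above about 18%, plus a signal ratio from 0.5 to 1.5, limit read from the data, passing the limit was not always enough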; further: strong numbers were not always called active
LMPTP block = LMPTP (human) inhibition; recombinant LMPTP-A, OMFP fluorogenic substrate, fluorescence intensity; inhibition, % at 20 µM; 360,000 tested, 0.22% active; AID 651560;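 active means compounds that cut the enzyme signal by at least half of the control window in the single-dose screen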;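 further: plate controls were DMSO wells with enzyme plus substrate for no effect and substrate without enzyme for full effect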
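Test system: LMPTP-A phosphatase enzyme. Amount: LMPTP-A at 0.625 nM final in the reaction. Reagent: OMFP substrate, 400 µM final. Times: 50 min at room temperature. Signal: endpoint fluorescence intensity from OMFP dephosphorylation. Read-out basis: % inhibition. Benchmarks: no-enzyme and uninhibited controls.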
MsrA inhibitor = inhibits bovine methionine sulfoxide reductase A | purified bovine MsrA, absorbance read-out | 360,000 tested, 0.75% active | inhibition, % at 15.5 µM; in the data active means inhibition above about 4.5%;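 further: 0% = vehicle wells with enzyme and 100% = reference inhibitor wells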
MsrA act = activators of bovine methionine sulfoxide reductase A; purified bovine MsrA, absorbance read-out; activation, % at 10.6 µM; 360,000 tested, 0.3% active; AID 602163; in the data active means activation above about 7.5%;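 further: 0% = vehicle and 100% = reference activator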
E coli Lon inh = E. coli protease La inhibition | 360,000 tested, 0.42% active | inhibition, % at 7.94 µM | purified E. coli Lon protease, fluorescence polarization; in the data active means inhibition above about 13%, passing the limit was not always enough;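 further: 0% = enzyme with probe and DMSO and 100% = no enzyme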
STEP inh = blocks human striatal-enriched tyrosine phosphatase | recombinant STEP, OMFP fluorogenic substrate, fluorescence | P54829 | 360,000 tested, 0.25% active | inhibition, % at 20 µM;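 active means inhibition at 20 µM, scaled per plate between control wells, above about 37%, limit read from the data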;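 further: 0% = DMSO with enzyme and substrate and 100% = substrate only without enzyme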
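Measure: Control-normalized % inhibition with plate pattern correction | Test system: STEP phosphatase, cell-free reaction | Medium: pH 6.0 Bis-Tris with DTT and Tween 20 | Technique: Fluorescence, 480/540 nm | Times: Reaction 20 min, ambient temperature | Doses: Single compound dose of 20 µM, 1% DMSO final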
SUMO1-SIM PPI = SUMO1-SIM interaction modulation; P63165; SUMO1 binding to a labelled peptide, TR-FRET, 1 h; inhibition, % at 20 µM; 360,000 tested, 0.33% active; AID 602429; in the data active means inhibition above about 37%
DNMT1 block = DNMT1 (human) enzyme inhibition | P26358 | DNMT1 molecular beacon, Hinp1I cleavage, fluorescence | inhibition (reported as % activation of signal), % at 10 µM | 360,000 tested, 0.83% active | AID 588458; in the data active means inhibition above about 50%
Target sequence (P26358 504-1616 limits assumed): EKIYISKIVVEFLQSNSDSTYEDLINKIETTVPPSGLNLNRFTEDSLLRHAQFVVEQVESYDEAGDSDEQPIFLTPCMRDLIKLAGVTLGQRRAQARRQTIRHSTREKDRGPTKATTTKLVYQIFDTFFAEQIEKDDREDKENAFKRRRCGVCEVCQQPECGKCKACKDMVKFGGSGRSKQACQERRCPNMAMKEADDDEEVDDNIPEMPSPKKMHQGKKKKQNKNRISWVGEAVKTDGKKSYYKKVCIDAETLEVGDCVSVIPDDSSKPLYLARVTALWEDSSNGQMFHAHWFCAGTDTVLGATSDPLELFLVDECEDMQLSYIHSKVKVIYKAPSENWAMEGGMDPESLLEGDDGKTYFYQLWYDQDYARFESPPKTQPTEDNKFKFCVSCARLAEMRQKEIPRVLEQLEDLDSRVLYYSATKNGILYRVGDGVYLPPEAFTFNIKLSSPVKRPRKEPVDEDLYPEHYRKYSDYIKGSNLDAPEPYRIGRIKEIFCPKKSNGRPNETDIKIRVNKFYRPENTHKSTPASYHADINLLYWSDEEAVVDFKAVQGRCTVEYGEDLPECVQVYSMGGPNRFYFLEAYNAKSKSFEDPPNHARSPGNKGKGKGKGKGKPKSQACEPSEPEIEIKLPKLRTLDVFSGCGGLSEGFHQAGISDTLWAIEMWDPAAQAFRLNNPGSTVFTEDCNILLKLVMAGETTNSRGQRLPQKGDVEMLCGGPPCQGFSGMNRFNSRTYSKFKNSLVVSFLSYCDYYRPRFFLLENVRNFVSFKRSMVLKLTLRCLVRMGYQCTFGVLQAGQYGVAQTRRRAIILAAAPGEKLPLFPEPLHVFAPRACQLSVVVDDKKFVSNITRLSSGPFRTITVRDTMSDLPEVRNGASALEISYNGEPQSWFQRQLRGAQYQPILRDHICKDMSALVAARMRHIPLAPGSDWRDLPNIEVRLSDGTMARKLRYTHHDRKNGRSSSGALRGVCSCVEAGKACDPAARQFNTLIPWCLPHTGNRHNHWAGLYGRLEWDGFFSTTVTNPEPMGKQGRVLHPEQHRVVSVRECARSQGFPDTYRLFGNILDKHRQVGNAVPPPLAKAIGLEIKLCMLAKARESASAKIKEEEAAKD
TbMetRS inhib = Trypanosoma brucei MetRS inhibition; purified T. brucei MetRS, ATP depletion, Kinase-Glo luminescence; inhibition, % at 11.9 µM; 360,000 tested, 0.4% active;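 active means inhibition above a per-plate cutoff of the control wells' mean inhibition plus 3 SD, cut at about 5.5% in these data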;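 further: 0% = DMSO wells median and 100% = median of wells with control inhibitor compound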
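Measured by: Kinase-Glo luciferase luminescence reporting remaining unconsumed ATP. Material: purified T. brucei MetRS enzyme. Doses: 11.9 µM compound single dose, 0.9% DMSO. Medium: HEPES buffer containing pyrophosphatase, BSA, spermine, DTT. Times: 15 min preincubation, 2 h reaction, all 25 °C. Reagent: methionine, ATP and bulk E. coli tRNA.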
Active calls of the source: *; x = not tested or not shown. Compounds were not picked by outcome, and some 4.3% of all compounds hit somewhere here.

SMILES	Scp-1 inhibitor	CendR NRP1 mod	LMPTP block	MsrA inhibitor	MsrA act	E coli Lon inh	STEP inh	SUMO1-SIM PPI	DNMT1 block	TbMetRS inhib
Cc1ccc(CC2CC(=O)N(c3ccc4c(c3)OCCO4)C2=O)cc1 (centres undefined)	-7	5	-1.9	-0.1	-3	-13	-3	-4	-2	-0.2
O=C(O)c1ccc2c(c1)C(=O)/C(=C/c1ccccc1)C2=O	76*	-36	4.8	-0.1	-3	8	0	1	15	0.5
CC(=O)CSc1nc2c(c(=O)[nH]c(=O)n2C)n1Cc1cccc(Br)c1	3	6	-0.5	0.4	-4	-19	3	3	-2	0.3
CCOc1ncccc1C(=O)OCC(=O)N(CC)c1ccccc1	1	10	-1.5	0.5	-2	10	0	-4	0	0.0
O=C(COC(=O)c1n[nH]c2ccccc12)NC1CCCCC1	-10	15	0.1	0.8	-3	1	-2	2	0	0.3
Cc1ccc(C(=O)CNc2ccccc2C)cc1	-8	1	-3.1	-1.3	-2	1	4	0	-2	-0.5
CC(=O)Nc1cccc(-c2nc3ccccc3o2)c1	-5	9	-0.1	-0.8	-2	-9	-2	-2	3	-0.4
Cc1ccccc1C(=O)NC(=S)NCC(=O)c1ccccc1	-6	3	0.6	0.0	-2	2	1	3	3	0.5
COc1ccccc1-c1cccc([C@@H]2C[C@H]3[C@H](CON3C)CN2C(=O)CCc2ccccc2)c1	8	0	-0.2	1.6	0	-6	-2	5	-5	-0.6
Cc1noc(NS(=O)(=O)c2ccc(NC(=O)c3cc(S(=O)(=O)N(C)c4ccccc4)ccc3Cl)cc2)c1C	-11	-18	-0.3	-1.0	0	-3	1	3	0	-0.2

Three consecutive compounds out of the list so far:
SMILES	Scp-1 inhibitor	CendR NRP1 mod	LMPTP block	MsrA inhibitor	MsrA act	E coli Lon inh	STEP inh	SUMO1-SIM PPI	DNMT1 block	TbMetRS inhib
Cc1ccccc1C(=O)NC(=S)NCC(=O)c1ccccc1	-6	3	0.6	0.0	-2	2	1	3	3	0.5
COc1ccccc1-c1cccc([C@@H]2C[C@H]3[C@H](CON3C)CN2C(=O)CCc2ccccc2)c1	8	0	-0.2	1.6	0	-6	-2	5	-5	-0.6
Cc1noc(NS(=O)(=O)c2ccc(NC(=O)c3cc(S(=O)(=O)N(C)c4ccccc4)ccc3Cl)cc2)c1C	-11	-18	-0.3	-1.0	0	-3	1	3	0	-0.2

Single entries from the list.
STEP inh, `CCOc1ncccc1C(=O)OCC(=O)N(CC)c1ccccc1` : 0
TbMetRS inhib, `O=C(O)c1ccc2c(c1)C(=O)/C(=C/c1ccccc1)C2=O` : 0.5
MsrA inhibitor, `Cc1ccc(C(=O)CNc2ccccc2C)cc1` : -1.3
E coli Lon inh, `Cc1ccccc1C(=O)NC(=S)NCC(=O)c1ccccc1` : 2

(listing goes on)
SMILES	Scp-1 inhibitor	CendR NRP1 mod	LMPTP block	MsrA inhibitor	MsrA act	E coli Lon inh	STEP inh	SUMO1-SIM PPI	DNMT1 block	TbMetRS inhib
Nc1nc(=O)n(C2CC(O)C(CO)O2)cc1F (centres undefined)	0	-8	0.4	-0.8	1	-1	0	-2	-30	-0.3
CC(=O)c1ccc(NC(=S)Nc2cccc(Cl)c2C)cc1	-13	-7	-0.6	2.5	-3	5	1	4	0	-0.5
CCOc1ccccc1NC(=O)COC(=O)c1cc(C)oc1C	0	7	-3.0	0.5	0	5	2	10	-2	0.1
COC(=O)CSc1nc(C)cc(Oc2ccccc2)n1	-12	3	0.1	0.0	-1	0	0	3	-4	-0.4
CCc1cc(C(=O)N/N=C/c2ccc(OC)cc2)c2ccccc2n1	-1	-12	0.0	1.2	-9	0	-1	-1	2	-0.9
O=C(CC1C(=O)NCCN1Cc1c(F)cccc1Cl)NCc1ccccc1 (centres undefined)	-3	5	1.0	1.6	-3	6	1	0	0	-0.4
C[C@H](CO)N1C[C@H](C)[C@@H](CN(C)C)Oc2c(NC(=O)Cc3ccccc3)cccc2C1=O	1	-14	-2.8	0.7	-3	-8	-2	1	7	-1.4
Clc1ccc(-c2noc(CSc3nnc(-c4ccncc4)n3-c3ccccc3)n2)cc1	0	2	0.1	0.3	-8	6	-2	5	-4	-0.9
O=C(Cc1cccc(NC(=O)C2CCN(C(=O)C3CCCC3)CC2)c1)Nc1cccc(C(=O)N2CCCC2)c1	-3	-5	0.7	-0.6	-2	-10	0	-6	-1	0.8
Cn1cc[n+](C)c1COc1ccc(C=O)cc1	-2	-4	0.3	-1.1	-4	-15	-2	6	-2	-0.2

Two compounds from above, limited to MsrA inhibitor and E coli Lon inh:
structure	MsrA inhibitor	E coli Lon inh
CC(=O)c1ccc(NC(=S)Nc2cccc(Cl)c2C)cc1	2.5	5
CCOc1ccccc1NC(=O)COC(=O)c1cc(C)oc1C	0.5	5

(continued)
SMILES	Scp-1 inhibitor	CendR NRP1 mod	LMPTP block	MsrA inhibitor	MsrA act	E coli Lon inh	STEP inh	SUMO1-SIM PPI	DNMT1 block	TbMetRS inhib
CCN(CC)CCC(c1cc(OC)c(OC)c(OC)c1)c1c(OC)cc(OC)c2ccc(=O)oc12 (centres undefined)	-1	4	-1.0	0.7	-6	1	1	-3	4	-0.5
O=C(CN1CCOCC1)N1c2ccccc2Sc2ccc(Cl)cc21	x	-2	-1.5	0.4	1	-3	0	-1	2	-0.2
NS(=O)(=O)c1ccc(NS(=O)(=O)c2ccc(NC(=S)Nc3ccccc3)cc2)cc1	-7	-6	-0.2	-1.0	-5	1	-4	-2	1	-0.8
O=c1c2cc(N3CCOCC3)ccc2[nH]c(=S)n1Cc1ccccn1	-8	-1	-1.4	2.2	1	4	0	-7	-3	-0.1
CCC(Oc1ccccc1)C(=O)N(CC)CC(=O)NCc1ccc(F)cc1 (centres undefined)	-3	6	-0.3	0.3	0	-5	0	-1	4	-0.2
Cc1cccc(C)c1NC(=O)COC(=O)CNC(=O)C1CCCCC1	-4	10	-1.0	-0.8	0	-1	7	0	-3	-0.2
CCOc1ccc(C(=O)O[C@H]2[C@H](Cc3ccccc3)NS(=O)(=O)[C@H]3C[C@@H]4C=C[C@]23O4)cc1	-8	1	1.4	-1.0	-1	-10	-1	4	-10	0.3
CCNC(=O)CSc1nc(-c2ccc(F)cc2)cs1	12	-5	1.2	0.5	-2	-6	-1	-1	4	-0.5
COc1ccc(-c2c[n+]3c4n2CCCCC4=C(c2ccccc2)C3)cc1	5	-22	8.1	0.3	-3	-11	0	-12	7	0.3
CCOC(=O)C(NC(=O)Nc1ccccc1)(OCC)C(F)(F)F (centres undefined)	-8	-7	-2.0	-0.5	0	-4	0	0	2	-0.1
CCN(CC)S(=O)(=O)c1ccc(C(=O)OC2CCCCC2CN(C)C)cc1 (centres undefined)	1	-3	-0.7	0.7	-3	-3	4	-5	-2	0.3
Nc1ncc(-c2ccccc2)n1CC1CCCO1 (centres undefined)	8	10	-1.3	0.9	-6	-7	0	1	-1	-1.4
COC(=O)CC1Nc2ccccc2SC1=O (centres undefined)	-11	15	-2.6	1.2	0	-5	-2	1	0	-0.4
COc1ccccc1C(=O)NCCC(=O)N1CCN(c2cccc(C(F)(F)F)c2)CC1	-2	2	0.8	0.0	1	-9	0	3	1	-0.4
O=C(NCc1ccccn1)C1CC(c2ccccc2O)=NO1 (centres undefined)	-2	4	-0.1	0.4	-2	-2	1	0	4	0.2
O=C(O)c1nsc(Cl)c1Cl	-7	0	-0.5	0.8	-3	-4	-4	2	3	0.7
CCCCCC(=O)N/N=C(\C)c1ccc(Cl)cc1	-2	-7	2.4	1.0	-2	-3	1	-2	0	-0.5
CC(=O)c1ccc(OCc2cc(C(=O)N(C)CCOc3ccc(C)cc3)no2)cc1	-8	8	1.3	0.8	-1	1	0	4	-5	-0.4
CNc1ccccc1C(=O)OC	-4	5	-0.4	0.0	0	-2	2	-5	-6	0.6
CN(c1ccccc1)c1ccc(/C=C(\C#N)c2nnc3n2CCCCC3)cc1[N+](=O)[O-]	7	8	1.5	1.6	-1	11	1	-20	-6	-0.5
COc1ccc(S(=O)(=O)N2CCCCCC2)cc1C(=O)Nc1ccc(C)cn1	-3	7	-0.4	0.7	-2	-5	-2	-46	3	0.2
C[C@H](NC(=O)CCC1CCC(=O)N1)c1ccccc1 (some centres undefined)	0	19*	-2.6	-1.1	0	3	-1	-4	1	-0.2
CCOc1ccc(C(=S)N2CCCC2)c(OCC)c1	-3	-6	-0.3	0.1	-2	0	4	5	-2	-1.7
COC(=O)C1=CN(c2ccc(Oc3ccccc3)cc2)C(N)=C(C#N)C1c1cccc(OC)c1OC (centres undefined)	x	-6	4.1	0.5	x	x	x	-8	x	-0.1
Cc1cc(C)cc(N(CCC#N)C(=O)COC(=O)CNC(=O)c2sc3ccccc3c2Cl)c1	-12	-16	2.8	-0.1	-3	-2	3	-3	-2	-0.2
CCCn1c(=O)c(C(=O)NC(C)c2ccccc2)c(O)c2ccccc21 (centres undefined)	-16	11	3.6	-0.3	-3	3	2	1	-3	-0.3
O=C(c1ccccc1)c1ccccc1C(=O)N1CCCC1	5	-2	1.1	-1.9	-12	2	1	24	1	-0.5
O=C(COC(=O)CNC(=O)c1ccccc1)Nc1nc(-c2ccccc2)cs1	-5	6	1.1	-1.0	-1	-4	0	-2	-1	0.0
Cc1c(O)c2cccnc2[nH]c1=O	0	13	-0.1	0.2	-9	-4	1	-1	0	-0.6
COc1ccc2sc3ccccc3c(=O)c2c1	-13	-4	4.8	0.4	-11	-1	-15	-86	13	-1.0
COC(=O)c1cccc(NC(=O)Nc2ccc(Cl)cc2)c1	-4	-11	-0.6	0.4	-3	-1	-1	0	-1	0.4
O=C(Cn1ccccc1=O)c1ccc(Cl)cc1	-11	-1	0.2	-0.4	0	9	4	3	-5	-0.1
ClC1(Cl)CC1CSc1nnc(-c2ccncc2)o1 (centres undefined)	-1	5	-0.8	-0.3	0	-6	-1	-7	1	-0.3
CS(=O)(=O)NCCCCCCNS(C)(=O)=O	1	6	-0.9	-0.7	-4	-4	1	-1	-2	0.0
